BoNT A protease = BoNT A light chain protease inhibition; inhibition, % at 10 µM; AID 588499; 360,000 compounds, 0.17% hits; multiplex microsphere protease substrate cleavage, flow cytometry; note: plate controls were buffer without enzyme for full effect and enzyme alone for no effect
TcdB GH inh = TcdB glycohydrolase inhibition. TcdB glycohydrolase enzymatic assay, plate reader. inhibition, % at 9.99 µM. 350,000 compounds, 0.24% hits. AID 652162; in the data active = inhibition above about 10%
PriA SSB inh = blocks PriA binding to SSB C-terminal tail. AlphaScreen SSBct-PriA binding, biotinylated peptide. inhibition, % at 33 µM. 430,000 compounds, 0.6% hits; in the data active = inhibition mostly above about 37%, no sharp cut-off; inactive = mostly below about 20%;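 note: plate controls were negative control peptide for no effect and reference peptide for full effect; strong numbers were not always called active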
Anthrax LF inh2 = blocks Bacillus anthracis lethal factor protease; P15917; multiplex microsphere protease cleavage assay, LF; inhibition, % at 10 µM; 360,000 compounds, 0.12% hits; note: plate controls were buffer without enzyme for full effect and enzyme alone for no effect
PfHsp40 yeast = compounds rescuing yeast from Plasmodium falciparum HSP40 toxicity; S. cerevisiae expressing PfHsp40, growth rescue, ATP luminescence; growth rescue, % at 12.5 µM; 340,000 compounds, 0.68% hits; in the data active = growth rescue above about 28%, passing the limit was not always enough; inconclusive = no clear call, values can overlap the other calls;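 note: yeast W303a lacking pdr1 and pdr3 grown in galactose medium; growth measured after three days at 30 °C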
PrPC surface inh = cell surface PrPC inhibition, primary TR-FRET screen | P04156 | TR-FRET read-out | inhibition, % at 13.8 µM | 370,000 compounds, 0.43% hits; in the data active = inhibition above about 24%; note: 0% = median of the test wells and 100% = reference compound wells
Y pestis TopoI = Y. pestis Topo-I inhibition via cleavage products | activity, % at 10 µM | 360,000 compounds, 0.064% hits | Y. pestis Topo-I cleavage product accumulation, plate reader; in the data active = activity above about 50%, passing the limit was not always enough; inconclusive = no clear call, values can overlap the other calls; note: inactives centre near 2
SARS 3CLpro inh = SARS-CoV 3CLpro protease inhibition. 290,000 compounds, 0.14% hits. recombinant SARS-CoV 3CLpro, quenched FRET peptide cleavage. P0C6X7. inhibition, % at 6 µM; in the data active = inhibition above about 12%
BH1578 lux ind = inducers of Vibrio cholerae quorum light production without autoinducers; V. cholerae BH1578 lux reporter, luminescence, 6 h; activation, % at 18.7 µM; 350,000 compounds, 0.16% hits; in the data active = activation mostly above about 9.7%, no sharp cut-off; inconclusive = no clear call, values can overlap the other calls; inactive = mostly below about 3.7%; note: not every result past the cut was called active; inactives centre near 0; reference of the scale not given here
Active calls of the source: *; i = inactive; ? = inconclusive; / = not tested or not shown; & = joins results of further samples. Cut-off read from the data, not from the text of the source, unless noted: active = inhibition above about 30%; inconclusive = no clear call, values can overlap the other calls; inactive = below that. The list is partial; count on the stated rates, not on these rows.

SMILES	BoNT A protease	TcdB GH inh	PriA SSB inh	Anthrax LF inh2	PfHsp40 yeast	PrPC surface inh	Y pestis TopoI	SARS 3CLpro inh	BH1578 lux ind
O=C(Cn1cnc2c(nnn2Cc2ccc(F)cc2)c1=O)NCc1ccco1	-0.1	/	3	0	1.0	4	2	-10	-8.3
COc1ccc(C2CC(=O)C3=C(C2)Nc2ccccc2N(C(C)=O)C3c2ccco2)cc1 (stereo unspecified)	-0.3	/	-3	2	8.3	0	17	2	-1.0
O=C(COC(=O)c1cc(-c2cccs2)nc2ccccc12)NC1CCS(=O)(=O)C1 (stereo unspecified)	3.5	-0.1	-24	1	-1.2	9	5	0	-0.3
CC(=O)Nc1ccc(S(=O)(=O)N2CCN(Cc3csc(C)n3)CC2)cc1	0.6	1.1	-8	2	0.7	-2	-6	0	i
COc1ccc(C(=O)NCCc2cc3c(OC)ccc(OC)c3[nH]c2=O)cc1OC	0.1	2.0	-7	-1	-0.3	-1	3	-3	0.4
Cc1cc(C)cc(OCC(=O)OCC(=O)Nc2cc(S(=O)(=O)N3CCOCC3)ccc2C)c1	3.9	-0.6	-15	13	-1.9	7	1	/	i
CC1=C(C)CC(C(=O)Nc2nc(-c3ccc(C)cc3C)c(C)s2)C(C(=O)O)C1 (stereo unspecified)	0.2	/	-10	0	-0.6	-6	16	3	-0.3
Cc1noc(C)c1S(=O)(=O)Nc1ccccc1Cl	1.5	1.7	-4	-1	-0.7	3	2	1	0.9
CCN(CC)C1CCN(C(=O)CCc2nnc(CCc3ccccc3)o2)C1 (stereo unspecified)	-1.3	-1.6	-2	-2	-0.4	3	5	2	-7.9
CC(C)(C)NC(=O)N1CCCC(C(=O)c2cccc(Cl)c2)C1 (stereo unspecified)	-0.1	0.0	-6	-3	-0.9	11	4	-3	0.8
COc1ccc(C(=O)c2ccccc2)cc1Br	0.6	/	-47	1	3.3	-4	13	2	/
CCCOc1ccccc1Nc1nnc(C)c(=O)[nH]1	-5.1	/	-6	-4	-0.4	2	1	-2	-2.0
Cc1cccc(NC(=O)c2cc(NC(=O)c3ccccc3)ccc2N2CCCCC2)c1	0.5	/	-17	-8	-1.0	-6	0	0	-0.7
COc1cc(-c2cc(C(=O)Nc3cc(S(=O)(=O)N4CCOCC4)ccc3O)c3ccccc3n2)cc(OC)c1OC	-1.8	2.6	5	-1	19	3	5	/	i
CCC(=O)NC(=S)Nc1ccc(N2CCN(C(=O)c3ccc(Cl)cc3)CC2)cc1	-0.6	-0.5	17	-13	4.4	19	-5	0	-1.6
CCOC(=O)c1[nH]c2cc3c(cc2c1NC(=O)CN1CCC2(CC1)OCCO2)OCO3	0.8	/	-6	-1	0.4	18	6	-6	i
O=C(NCc1ccco1)C1CCCN(S(=O)(=O)c2ccc(-n3cnnn3)cc2)C1 (stereo unspecified)	1.4	0.8	-3	5	-0.4	0	13	-2	1.2
Cc1ccc(C(=O)NCC(c2ccco2)N2CCc3ccccc3C2)cc1 (stereo unspecified)	-2.7	-1.1	-6	-7	0.9	-1	20	/	-1.8
Nc1ccc(-c2nc3ccc(N)cc3s2)cc1	-0.5	3.5	3	-1	-1.6	4	-14	-5	-0.3
COC(=O)c1ccccc1S(=O)(=O)NNC(=O)Nc1ccccc1	1.6	-0.4	-9	1	-1.0	0	9	3	-0.6
N#Cc1c(-c2ccco2)nc(SCc2ccc(F)cc2)[nH]c1=O	-0.2	0.8	7	-9	-1.2	95*	-10	-3	0.0
COC(=O)C1=C(C)NC(=O)/C1=C\c1ccco1	-1.9	0.5	-13	4	-0.2	-4	5	-7	i
C=CCNC(=O)c1ccc(C)c(Br)c1	-0.3	/	-20	4	-0.6	-3	-3	-3	i
Cc1cccn2cc(CNS(=O)(=O)c3cccc(F)c3)nc12	-0.5	1.5	4	-6	0.4	-3	-5	0	-0.3
COc1ccc(C(=O)N/C(=C/c2ccc(Cl)cc2)C(=O)Nc2ccc(C(=O)O)cc2)cc1	-0.3	0.2	-17	0	0.1	-7	-1	6	-0.2
SMILES	BoNT A protease	TcdB GH inh	PriA SSB inh	Anthrax LF inh2	PfHsp40 yeast	PrPC surface inh	Y pestis TopoI	SARS 3CLpro inh	BH1578 lux ind
CCOc1ccc(-n2c(SCc3cc(=O)oc4cc(C)ccc34)nnc2-c2cccnc2)cc1	2.8	0.8	17	1	0.2	-11	21	-2	2.5
CCN(Cc1cnn(C)c1)C(=O)c1ccc2nc(Cc3ccccc3F)oc2c1	0.3	-0.2	/	0	/	-4	20	/	-0.5
CSCCC(NC(=O)c1ccc(C)o1)C(=O)O (stereo unspecified)	-1.3	/	-18	-4	-0.7	3	0	0	7.2
Cc1ccc(C(=O)OCN2C(=O)c3ccccc3C2=O)c(O)c1	-0.6	1.6	-2	1	-1.9	-3	3	-7	i
CCCc1c(C(=O)N/N=C/c2c(OC)ccc3ccccc23)nnn1-c1nonc1N	-2.0	0.1	/	-1	1.1	5	2	14*	-0.1
COc1ccc2cc(CN(CC3CCCO3)S(=O)(=O)c3ccccc3Cl)c(=O)[nH]c2c1 (stereo unspecified)	0.6	-1.4	5	-9	0.0	1	28	-3	-6.2
CCCCN(CC)Cc1c(O)ccc2c(-c3ccccc3)cc(=O)oc12	-0.5	0.3	-15	-5	-0.4	-10	0	-2	-0.5
CC1CC(=O)Nc2ccccc2N1 (stereo unspecified)	0.0	2.0	-16&3&-4	4	-2.3	-3	-4	/	-0.1
COc1ccccc1C(=O)Nc1cc2cc(Cl)ccc2oc1=O	-0.7	/	-4	-1	-2.2	5	7	-4	-1.6
CC(=O)c1ccccc1OC(=O)COc1ccc([N+](=O)[O-])cc1	-0.5	0.2	-15	-10	1.1	2	-4	5	i
COc1ccc(NC(=S)N/N=C/c2cccn2Cc2ccc(F)cc2Cl)cc1	-1.5	0.4	/	-3	-1.1	-6	-1	7	i
CC(=O)Nc1ccc(NC(=O)COc2ccc(S(=O)(=O)N3CCCC3)cc2C)cc1	1.8	0.4	-10	1	-0.2	4	6	-3	-8.8
Clc1ccc2ncc(-c3nnnn3-c3ccccc3)c(-c3ccccc3)c2c1	1.6	/	-44	6	-0.3	-4	6	0	i
Cc1cc(Nc2cccc([N+](=O)[O-])c2)c2cccc(C)c2n1	/	2.0	-10	/	0.0	-21	-6	5	-0.7
CCCCn1c(N)c(N(CC(C)C)C(=O)c2ccc(OC)c(S(=O)(=O)N3CCOCC3)c2)c(=O)[nH]c1=O	0.1	0.6	-5	5	?	-6	5	/	-0.3
Cc1ccc(C2C(C(=O)c3cc4ccccc4o3)=C(O)C(=O)N2CCN(C)C)o1 (stereo unspecified)	-0.4	0.2	0	-13	-0.1	1	13	/	0.5
COc1ccc(NC(=O)CN(c2ccc([N+](=O)[O-])cc2)S(=O)(=O)c2ccccc2)cc1	-0.7	/	10	-2	1.3	1	-6	4	-0.3
Cc1ccc(-n2ncc3c(=O)n(CC(=O)N(C)C)cnc32)cc1	0.5	-0.1	-3	-2	-0.8	-4	0	-4	-0.2
CCOC(=O)CSc1nc2ccccc2c(=O)n1C	-0.9	/	-2	-3	-0.3	-2	2	5	-1.0
O=C(/C=C/c1ccc(Br)cc1)N1CCN(Cc2ccccc2)CC1	-0.2	-0.7	3	-1	1.4	3	2	/	-0.1
Cc1ccc(CCNS(=O)(=O)c2ccc3c(c2)C(C)(C)C(=O)N3C)cc1	-0.6	-7.9	-11	-3	1.0	9	-5	-5	0.8
COCCNC(=O)C1CCCN(c2nn3c(=O)cc(C)nc3s2)C1 (stereo unspecified)	-0.2	/	-23	-3	-0.8	1	2	5	i
O=C(OCc1nc(-c2ccccc2Cl)no1)c1ccco1	-0.6	2.1	-27	-3	-1.9	1	1	/	i
Cc1nn(C)cc1CNC(=O)CCC(=O)O	1.8	/	-6	0	-2.5	5	-6	4	-0.1
O=C(COc1ncnc2ccccc12)Nc1ccccc1[N+](=O)[O-]	-0.4	-1.8	0	-1	0.9	-9	-4	1	-1.4

Next part, overlapping the part above by 6 compounds.
SMILES	BoNT A protease	TcdB GH inh	PriA SSB inh	Anthrax LF inh2	PfHsp40 yeast	PrPC surface inh	Y pestis TopoI	SARS 3CLpro inh	BH1578 lux ind
O=C(/C=C/c1ccc(Br)cc1)N1CCN(Cc2ccccc2)CC1	-0.2	-0.7	3	-1	1.4	3	2	/	-0.1
Cc1ccc(CCNS(=O)(=O)c2ccc3c(c2)C(C)(C)C(=O)N3C)cc1	-0.6	-7.9	-11	-3	1.0	9	-5	-5	0.8
COCCNC(=O)C1CCCN(c2nn3c(=O)cc(C)nc3s2)C1 (stereo unspecified)	-0.2	/	-23	-3	-0.8	1	2	5	i
O=C(OCc1nc(-c2ccccc2Cl)no1)c1ccco1	-0.6	2.1	-27	-3	-1.9	1	1	/	i
Cc1nn(C)cc1CNC(=O)CCC(=O)O	1.8	/	-6	0	-2.5	5	-6	4	-0.1
O=C(COc1ncnc2ccccc12)Nc1ccccc1[N+](=O)[O-]	-0.4	-1.8	0	-1	0.9	-9	-4	1	-1.4
O=C(c1ccc(Cl)c(S(=O)(=O)N2CCOCC2)c1)N1CCc2ccccc2C1	4.8	-0.1	-2	4	0.5	4	25	/	i
O=C(CC[C@H]1O[C@@H](n2cnc3c(NC(=O)c4ccccc4)ncnc32)[C@H](O)[C@@H]1O)NCCCN1CCCC1=O	1.0	0.6	/	1	/	-11	/	/	/
Cn1nnnc1SCCNCc1ccccc1OCc1ccccc1Cl	-1.5	1.4	-11	-3	-0.4	-12	25	1	i
NC(=O)c1oc2ccccc2c1NC(=O)C1COc2ccccc2O1 (stereo unspecified)	-0.2	1.0	3	-1	0.5	-1	10	7	-0.7
O=C(Nc1ccc(Cl)cc1)c1cccs1	1.8	/	-12	-6	12	6	-4	-3	i
CCCN(CC(=O)Nc1ccc(F)c(F)c1F)CC(=O)Nc1c(Cl)cccc1Cl	-0.2	-1.5	-11	-1	0.4	6	-3	3	-0.2

Four compounds from above, limited to PfHsp40 yeast and SARS 3CLpro inh.
| SMILES | PfHsp40 yeast | SARS 3CLpro inh |
| --- | --- | --- |
| O=C(c1ccc(Cl)c(S(=O)(=O)N2CCOCC2)c1)N1CCc2ccccc2C1 | 0.5 | / |
| NC(=O)c1oc2ccccc2c1NC(=O)C1COc2ccccc2O1 (stereo unspecified) | 0.5 | 7 |
| Cn1nnnc1SCCNCc1ccccc1OCc1ccccc1Cl | -0.4 | 1 |
| CCCN(CC(=O)Nc1ccc(F)c(F)c1F)CC(=O)Nc1c(Cl)cccc1Cl | 0.4 | 3 |
